# LRH-1 inv ag = LRH-1 (NR5A2) inverse agonists, primary screen, cell-based, luminescence, HEK293T, StAR-luciferase reporter; LRH-1 transfected, 24 h; inhibition, % at 3.6 µM; 360,000 tested, 0.13% active; Nuclear receptor subfamily 5 group A member 2 (Homo sapiens), O00482; AID 602396, 2012;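 active = inhibition above the mean inhibition of all tested compounds plus 3 SD, cut at about 73% in these data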;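 also: 0% = DMSO wells and 100% = reporter-only cells lacking LRH-1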
# Target sequence (O00482 whole entry, looked up): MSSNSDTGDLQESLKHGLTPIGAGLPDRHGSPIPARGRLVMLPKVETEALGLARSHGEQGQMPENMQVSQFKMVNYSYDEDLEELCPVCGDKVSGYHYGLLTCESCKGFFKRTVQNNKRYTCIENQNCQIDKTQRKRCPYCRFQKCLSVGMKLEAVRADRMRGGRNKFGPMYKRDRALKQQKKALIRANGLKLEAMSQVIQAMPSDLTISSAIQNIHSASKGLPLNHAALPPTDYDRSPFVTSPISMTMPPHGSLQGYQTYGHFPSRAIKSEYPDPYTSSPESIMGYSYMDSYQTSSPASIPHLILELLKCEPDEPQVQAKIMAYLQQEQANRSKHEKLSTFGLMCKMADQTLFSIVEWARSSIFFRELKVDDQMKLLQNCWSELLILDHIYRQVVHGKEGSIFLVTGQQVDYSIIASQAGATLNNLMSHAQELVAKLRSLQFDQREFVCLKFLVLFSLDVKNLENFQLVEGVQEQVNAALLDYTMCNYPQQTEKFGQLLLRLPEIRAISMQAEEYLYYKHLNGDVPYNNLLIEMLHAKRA
# COUP-TFII inh = NR2F2 transcriptional activity inhibitors, primary screen, cell-based, luciferase reporter, HEK293T, luminescence; HEK293T NGFI-A luciferase reporter; 370,000 tested, 0.7% active; inhibition, % at 8.6 µM; AID 686940, 2013;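 active = inhibition above a per-plate cutoff, mean inhibition of test wells between control levels plus 3 SD, cut at about 38% in these data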;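 also: cells cotransfected with COUP-TFII expression vector driving the NGFI-A reporter; 0% = median of COUP-TF2 test wells and 100% = reporter-only cells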
# Target sequence (P24468 whole entry, looked up): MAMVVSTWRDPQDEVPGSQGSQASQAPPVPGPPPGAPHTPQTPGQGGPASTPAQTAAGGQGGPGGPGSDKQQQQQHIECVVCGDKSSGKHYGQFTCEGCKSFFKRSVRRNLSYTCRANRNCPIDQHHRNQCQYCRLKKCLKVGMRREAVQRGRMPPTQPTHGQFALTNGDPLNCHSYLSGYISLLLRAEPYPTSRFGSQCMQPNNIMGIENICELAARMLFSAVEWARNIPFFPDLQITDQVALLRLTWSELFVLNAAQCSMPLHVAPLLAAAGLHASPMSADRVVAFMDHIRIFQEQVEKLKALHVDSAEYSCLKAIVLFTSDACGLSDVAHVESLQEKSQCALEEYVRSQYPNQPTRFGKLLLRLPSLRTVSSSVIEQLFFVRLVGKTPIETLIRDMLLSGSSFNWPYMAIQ
# TWEAK-Fn14 inh = inhibitors of TWEAK-Fn14 signaling, primary screen, luciferase reporter cells, uHTS. TWEAK-stimulated Fn14 reporter cells, luciferase luminescence, 8 h. inhibition, % at 10 µM. 360,000 tested, 2% active. AID 1159606, 2016; in the data active = inhibition above about 50%
# KKLEB cytotox = cytotoxicity in KKLEB CF airway cells, primary screen, cytotoxicity control for CF NF-kB inhibitor project, cell-based, uHTS, fluorescence assay plates. activity change (cytotoxicity), % at 5 µM. 360,000 tested, 0.36% active. KKLEB CF airway cells viability, ATPlite luminescence, overnight; stronger effect = lower value; cells stimulated with P. aeruginosa culture filtrate;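 active = corrected activity change at or below -50% at 5 µM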
# Shn3 inh set2 = reduction of Shn3 3'UTR firefly luciferase signal, primary screen, Schnurri-3 inhibitor project, cell-based, Clone20 osteoblasts, set 2. Clone20 osteoblast Shn3 3'UTR firefly luciferase, 24 h. inhibition, % at 12.5 µM. 360,000 tested, 0.52% active;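 active = mean inhibition of at least 75% with every replicate also reaching 75%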;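 also: 0% = median of neutral control wells and 100% = pilot-screen positive control compound; some compounds past the cut are filed as inactive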
# CF NFkB block = inhibitors of PAF-induced NF-kB signaling, primary screen, cell-based, GFP fluorescence, uHTS; KKLEB NF-kB-GFP reporter, GFP fluorescence overnight; inhibition, % at 5 µM; 360,000 tested, 0.86% active; AID 588850, 2011;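 active = at least 50% inhibition at 5 µM, scaled per plate between neutral and stimulator controls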;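 also: PAF is a Pseudomonas aeruginosa culture filtrate used as stimulus; plate controls were PAF-stimulated DMSO wells for no effect and unstimulated DMSO wells for full effect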
# LMP1 NFkB inh = EBV LMP1-driven NF-kappaB luciferase reporter inhibitors, primary screen, cell-based, luminescence, single point; inhibition, % at 12.5 µM; 350,000 tested, 0.69% active; LMP1-induced NF-kappaB luciferase reporter cells; AID 504558, 2011; in the data active = inhibition above about 41%;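 also: 0% = neutral control wells and 100% = reference inhibitor control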
# SRC3 inh = SRC3 coactivator transcriptional activity inhibitors, primary screen, cell-based, luminescence; 360,000 tested, 0.17% active; HEK293 GAL4-SRC3 luciferase reporter; inhibition, % at 3.6 µM;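 active = inhibition above a per-campaign cutoff, the mean of all compounds plus 3 SD, cut at about 60% in these data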;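 also: 0% = DMSO-treated cells and 100% = gossypol-treated cells at 36 µM; higher means less SRC3-driven luciferase light from the GAL4 reporter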
# SRC1 inh = SRC1 coactivator transcriptional activity inhibitors, primary screen, cell-based, luminescence. inhibition, % at 3.6 µM. 360,000 tested, 0.12% active. Nuclear receptor coactivator 1 (Homo sapiens), Q15788. HEK293 GAL4-SRC1 luciferase reporter;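 active = inhibition above the campaign mean plus 3 SD, with each screening campaign given its own cutoff, cut at about 60% in these data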;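 also: 0% = DMSO treated cells and 100% = gossypol at 36 µM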
# TRAIL sens C8 = viability loss with TRAIL in NB7+C8 cells, primary screen, TRAIL sensitizer project, cell-based, ATPlite luminescence. 360,000 tested, 1% active. AID 624354, 2012. inhibition (viability loss, TRAIL sensitization), % at 10 µM;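 active = compounds causing at least 50% loss of cell viability in the single-dose screen, relative to plate controls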
# TROY NFkB inh = inhibitors of TROY-driven NF-kB signaling, primary screen, Q293 LMP1-TROYcd cells, NF-kB luciferase, uHTS | inhibition, % at 10 µM | AID 1347056, 2019 | Q293 LMP1-TROYcd NF-kB luciferase reporter, 4 h | 360,000 tested, 0.98% active;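 active = compounds whose plate-normalised and pattern-corrected inhibition of the luciferase reporter signal at the single screening dose is 50% or more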
# The depositor's hits bear a star; x = no result given.
SMILES,LRH-1 inv ag,COUP-TFII inh,TWEAK-Fn14 inh,KKLEB cytotox,Shn3 inh set2,CF NFkB block,LMP1 NFkB inh,SRC3 inh,SRC1 inh,TRAIL sens C8,TROY NFkB inh
CC(C)C[C@H](NC(=O)c1[nH]cnc1C(=O)N[C@@H](C)c1ccccc1)C(=O)OC(C)(C)C,19,2,-11,-8,4,-13,3,8,-21,5,-3
Cc1ccc(N2C(=O)[C@@H]3C(C(=O)C(c4ccccc4)c4ccccc4)=NN[C@@H]3C2=O)cc1,13,-4,2,-9,-14,22,5,-5,-5,19,2
COc1ccc(-c2cc(C(=O)Nc3cccc(S(=O)(=O)NCc4ccco4)c3)c3ccccc3n2)cc1OC,17,3,13,-23,-4,46,9,13,5,16,-25
O=C(O)CCSCCC(=O)O,-5,4,0,1,11,-9,-6,11,-11,19,9
C/C(N)=C(/C#N)C(=O)CSc1nnc(COc2cc(C)ccc2C)o1,12,6,-17,-11,2,28,4,5,4,-1,6
CCCn1cc(CN2CCC(Oc3ccc(C(=O)N4CCCC4)cc3)CC2)c(C)n1,3,8,-3,0,0,1,6,0,14,-5,5
CN(C)C(=O)CCc1ccc2c3c([nH]c2c1)[C@]1(CCc2ccccc2)[C@@H](C(=O)N2CCCCC2)C[C@H](CC(=O)NCc2cccc(C(F)(F)F)c2)C(=O)N1CC3,-8,-12,32,-15,18,32,24,-1,1,29,12
C=C[C@H](CC(C)C)N(Cc1ccccc1)S(=O)(=O)N(Cc1ccccc1)[C@@H](C=C)CC(C)C,12,-5,-10,-6,65,18,-6,14,2,7,19
CCC(C)NS(=O)(=O)c1ccc(OCC(=O)Nc2ccc(F)cc2F)cc1 (stereo not given),11,3,0,6,6,2,-5,18,6,-13,-13
CC1CC(C(F)F)n2nc(C(=O)O)cc2N1 (stereo not given),12,-4,11,-2,-14,9,-22,8,2,-16,14
Cc1ccc(NC(=O)CC(NCCN2CCOCC2)C(=O)O)cc1Cl (stereo not given),32,3,-18,7,-1,-1,0,-9,10,-10,21
COc1ccccc1N1CCN(C(=O)c2ccc(CSc3ccccc3)cc2)CC1,-9,2,15,12,-14,9,-1,24,-15,-2,14
COc1ccc2nc(SCC(=O)NC(C)c3ccccc3)[nH]c2c1 (stereo not given),-4,-9,-6,0,-15,-8,-16,27,-1,-14,-3
CC1(C)C(=O)OC(c2ccccc2)C2(CCCC2)C1=O (stereo not given),5,15,-3,7,-9,-13,-2,-13,-9,5,0
COCCn1c(Br)nc2c1c(=O)n(C)c(=O)n2C,10,-2,6,-14,-1,2,2,9,-39,-1,1
O=C(Nc1ccc(F)cc1)c1cc2c(s1)CCCC2,-139,-44,-17,15,-44,-4,x,-96,-85,20,-32
N#C/C(=C\c1ccco1)Sc1nc2ccccc2s1,-5,-4,0,2,-24,-11,-34,-14,-14,9,-16
COc1ccc(-n2ncc3c(Nc4cccc(C)c4)ncnc32)cc1,-36,-21,10,8,-87,-8,-15,-18,-45,14,-73
CC1(C(=O)Nc2ccc3[nH]ncc3c2)CCN1C(=O)Cc1ccc(-c2ccccc2)cc1 (stereo not given),-7,47*,41,-5,78,-22,x,-11,2,7,37
O=C(CC1C(=O)NCCN1Cc1ccccc1C(F)(F)F)NC1CCC1 (stereo not given),14,-12,4,2,31,20,4,10,1,0,-15
Cc1cc(Nc2ccc(F)cc2F)n2nc(C)nc2n1,7,-8,-8,7,-12,4,-14,17,-17,2,14
COc1ccc(-c2nc(NCCN(C)C)nc3ccsc23)c(C)c1,-6,-2,-14,-1,-1,13,x,-21,2,-6,11
O=C(COC(=O)[C@H](Cc1ccccc1)NC(=O)c1cccs1)NC1CCCCC1,-15,-3,4,2,-11,6,0,12,-6,-2,-9
CCOC(=O)C1CCCN(C(=O)C2(c3ccc(Cl)cc3)CCCC2)CC1 (stereo not given),7,1,9,-24,19,4,x,-5,9,13,-13
CCC(=O)Oc1oc(-c2ccccc2)nc1C=Nc1ccccc1OC,6,-12,-7,10,11,-25,0,7,-5,-3,27
CC1CC(C)CN(S(=O)(=O)c2ccc3c(c2)CCN3C(=O)C2CC2)C1 (stereo not given),-13,-4,0,-6,11,26,5,8,10,14,9
CC(C)(C)c1ccc(C(=O)NCCC(=O)Nc2ccc3c(c2)OCCO3)cc1,-5,3,67*,16,-3,-18,10,15,-10,11,65*
c1ccc(CN2CCCC3(CCCN(Cc4nc(CC5CC5)no4)C3)C2)cc1 (stereo not given),-6,6,-18,1,-2,11,-9,11,3,16,6
Cc1ccc2c(c1)N(CC(=O)Nc1c(C)cccc1C)C(=O)c1cccnc1O2,-1,0,-23,13,-17,0,-1,-8,8,-21,-11
COc1ccc(NC(=O)CSc2nncs2)cc1S(N)(=O)=O,-12,3,-8,-5,6,8,1,-6,4,-6,25
Cn1cnc(S(=O)(=O)N2CCN(C(c3ccc(F)cc3)c3ccc(F)cc3)CC2)c1,13,0,9,-5,-1,1,-1,-13,-5,14,-26
Cc1ccccc1C(=O)NCCOc1ccccc1Cl,-119,-14,16,0,-79,-9,-26,-103,-67,-13,-32
COc1ccc(N=c2oc3c(OC)cccc3cc2C(=O)NCc2ccco2)c(OC)c1,-17,x,3,13,-8,-18,0,-25,-14,13,-29
NS(=O)(=O)c1ccc(CCNC(=O)CSc2nc3ccccc3c3nc(CCN4CCCCC4)nn23)cc1,-5,-28,2,0,24,-9,10,-8,-4,-13,-8
Cn1c(=O)[nH]c(=O)c2c1nc(Sc1ccccc1)n2CCc1ccccc1,-9,0,-32,-11,22,-11,3,-12,12,-2,26
Cc1ccc2nc(Nc3nc(CSc4nnnn4-c4ccccc4)cc(=O)[nH]3)nc(C)c2c1,-2,3,46,-27,-16,-27,12,17,7,-2,6
Cc1cccc(Oc2nc3c(c(=O)n(C)c(=O)n3C)n2C)c1,4,16,3,3,0,17,1,10,15,-3,-4
O=C1Nc2ccccc2C(O)(C(=O)NCc2ccco2)N1c1ccc(Cl)c(Cl)c1 (stereo not given),-31,x,6,-10,-28,5,0,-16,-13,-15,-16
Cc1ccc2c(c1)N(Cc1cccc(Cl)c1)C(=O)c1cccnc1O2,-7,9,2,-40,-7,6,5,11,8,-6,13
O=C(CN1CCN(S(=O)(=O)c2ccccc2[N+](=O)[O-])CC1)Nc1ccc(N2CCOCC2)cc1,-7,0,-11,-9,16,-14,0,15,-3,-9,5
CCOc1ccc(CN(C)CC(=O)Nc2cc(C)c(C)cc2[N+](=O)[O-])cc1,-9,0,44,-8,-15,-24,1,-16,-3,-17,67*
CC(C)(C)n1nnnc1C(c1cccs1)N1CCCC2(CCCCC2)C1 (stereo not given),7,-14,0,10,85*,-6,2,9,4,14,-6
CCN(C1CCCCC1)S(=O)(=O)c1ccc(S(=O)(=O)N2CCN(CCC#N)CC2)cc1,-3,14,11,5,34,20,-7,-3,-10,-2,-12
Cc1cc(N2CCN(c3cccc(C(F)(F)F)c3)CC2)n2nc(C)nc2n1,1,2,-18,-8,3,-18,4,-2,7,-6,-80
COc1ccc(NC(=O)COC(=O)c2ccc(-n3cnnn3)cc2)cc1Cl,4,5,1,9,9,-6,-4,17,24,-18,-17
Cc1cc(C)nc(SCC(=O)N2CCOCC2)n1,9,25,3,-6,-13,1,-2,24,-1,6,7
CCOC(=O)C1CCN(C(=O)C(C)N(c2ccc(Oc3ccccc3)cc2)S(C)(=O)=O)CC1 (stereo not given),28,45*,21,-1,87*,0,21,16,7,30,14
Cc1ncoc1C(=O)NC1CCCc2c1cnn2-c1ccc(C(C)(C)C)cc1 (stereo not given),36,60*,27,-10,76,19,23,41,22,22,26
O=C(CSc1nc2cccnc2n1Cc1ccccc1)NC1CCCCC1,-2,7,-5,4,-1,0,-6,16,-11,-12,-4
CCCCNC(=O)COc1ccccc1C(=O)c1cc(C#N)c(=O)n(CCOC)c1,-1,-13,-3,-2,-7,-9,-14,14,-17,-4,-13
Cc1cccc(NC(=S)/N=C(\N)Nc2nc(C)c3cc(C)ccc3n2)c1,1,0,27,7,4,-38,-11,2,5,-2,20
COc1ccc(CCC(=O)NCCOc2ccc(C)cc2)cc1,7,-13,2,-1,0,-4,-2,8,-39,-3,4
C[C@H]1CN([C@@H](C)CO)C(=O)CCCn2cc(nn2)CO[C@@H]1CN(C)C(=O)Nc1ccc(N2CCCCC2)cc1,3,4,6,21,-3,-25,-4,4,12,-16,-4
COCc1cc(C)nc2sc(C(=O)NC3CCCCC3)c(N)c12,-10,7,11,1,-1,4,-9,3,10,-4,-19
COc1cccc(OC)c1C(=O)Nc1sc2c(c1C#N)CCC2,5,2,0,7,11,3,-1,14,8,-4,2
O=C(CN1CCc2ccccc2C1)Nc1ccccc1Cl,12,-3,-19,0,-11,5,0,8,11,-12,-23
COc1ccccc1-c1noc(-c2ccncc2)n1,-61,-25,1,-4,-36,5,0,-63,-43,1,-39
CSc1ccc(/C=C(/NC(=O)c2ccco2)C(=O)N2CCOCC2)cc1,18,-10,-7,-2,-18,4,0,3,-13,-31,-13
O=C(Nc1cccc2ncccc12)c1cccc(Br)c1,14,-13,-6,-1,-4,3,x,17,-3,-4,-18
Cc1cc(C)cc(N2CC(O)Cn3c2nc2c3c(=O)[nH]c(=O)n2C)c1 (stereo not given),9,2,-2,-2,-5,-3,0,8,-3,-10,12

# Other records:
SMILES,LRH-1 inv ag,COUP-TFII inh,TWEAK-Fn14 inh,KKLEB cytotox,Shn3 inh set2,CF NFkB block,LMP1 NFkB inh,SRC3 inh,SRC1 inh,TRAIL sens C8,TROY NFkB inh
N#Cc1c(-c2ccccc2)nc(SCC(=O)NC2CCCCC2)[nH]c1=O,3,8,21,-19,-2,0,0,2,-1,-15,1
Cc1ccc(/C=N/NC(=O)c2nnn(-c3nonc3N)c2C(C)C)o1,4,1,-21,3,-8,34,-3,11,6,13,1
CCOC(=O)c1cc(-c2ccccc2)sc1NC(=O)CC(C)C,21,18,15,-7,-9,1,8,12,-38,-11,11
Cc1ccc2nc(-c3ccc(NS(=O)(=O)c4c(C)n(C)c(=O)n(C)c4=O)cc3)sc2c1,-150,-42,5,-4,-24,-29,-17,-87,-135,25,-70

# Ordered by value in Shn3 inh set2 (lowest first): 3 from the list above
SMILES	Shn3 inh set2
Cc1ccc2nc(-c3ccc(NS(=O)(=O)c4c(C)n(C)c(=O)n(C)c4=O)cc3)sc2c1	-24
Cc1ccc(/C=N/NC(=O)c2nnn(-c3nonc3N)c2C(C)C)o1	-8
N#Cc1c(-c2ccccc2)nc(SCC(=O)NC2CCCCC2)[nH]c1=O	-2

# Not all compounds are listed; rates above refer to the full screens.
